High-throughput results from PubChem BioAssay.
ST2 inh = blocks human ST2 binding to IL-33 | Q01638 | inhibition, % for hits at 17 µM | AlphaLISA ST2-Fc/biotin-IL-33 interaction, 1 h | hit rate 2.3% among 78,000; in the data active = inhibition above about 30%; inconclusive = mostly about 10% to 28%
Target sequence (Q01638 whole entry, looked up): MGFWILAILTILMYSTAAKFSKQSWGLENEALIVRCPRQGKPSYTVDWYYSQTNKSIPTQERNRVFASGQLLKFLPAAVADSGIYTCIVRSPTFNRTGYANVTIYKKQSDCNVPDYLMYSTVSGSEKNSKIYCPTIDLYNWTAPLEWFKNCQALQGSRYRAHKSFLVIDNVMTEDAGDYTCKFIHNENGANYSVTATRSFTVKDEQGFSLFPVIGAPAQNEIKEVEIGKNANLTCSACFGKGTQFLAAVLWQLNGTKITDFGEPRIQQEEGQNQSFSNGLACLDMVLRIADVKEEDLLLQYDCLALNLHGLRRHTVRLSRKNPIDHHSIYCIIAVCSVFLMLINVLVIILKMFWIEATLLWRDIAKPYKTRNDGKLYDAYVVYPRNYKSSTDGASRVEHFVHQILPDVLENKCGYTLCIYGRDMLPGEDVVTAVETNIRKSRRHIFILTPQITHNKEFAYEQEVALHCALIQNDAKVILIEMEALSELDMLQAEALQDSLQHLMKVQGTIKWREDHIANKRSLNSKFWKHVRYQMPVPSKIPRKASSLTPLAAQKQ
* marks the source's active call; other numbers are inactive results; i = inactive; ? = inconclusive. Some of the compounds tested; count on the stated rates, not on these rows.

SMILES	ST2 inh
O=C(Nc1nccs1)c1ccc(NC(=O)C2CCCO2)cc1 (stereo unspecified)	?
CCCCOc1ccc(C(=O)Nc2cc(N3CCCS3(=O)=O)ccc2C)cc1	i
O=C(c1cc2c(=O)oc3ccccc3c2s1)N1CCN(c2ccccc2F)CC1	i
O=C(NCCSCc1ccco1)c1ccc(CN2CCc3ccccc3C2)cc1	i
COc1ccc(N2C(=O)c3ccc(Oc4cccc(N)c4)cc3C2=O)cc1	i
CCc1ccc(Cn2c(CNS(=O)(=O)c3ccc([N+](=O)[O-])cc3)nc3cccnc32)cc1	?
O=c1[nH]c(Sc2c([N+](=O)[O-])cc(Br)c3nsnc23)nc2ccccc12	?
Nc1ccc(O)c(-c2nc3ccccc3s2)c1	?
Clc1cccc(NCc2cn3ccccc3n2)c1	i
O=[N+]([O-])c1cc2c(cc1C=Nc1ccc(I)cc1)OCO2	i
O=C(Nc1cc(C(F)(F)F)ccc1Cl)c1cnc2n(c1=O)CCS2	?
O=c1cc(Cc2nnc(SCc3ccc(Br)cc3)n2-c2ccccc2)[nH]c(=O)[nH]1	i
N#Cc1nc(COc2ccc(Cl)cc2)oc1NCCCn1ccnc1	?
Cc1cccn2c(=O)c(C=Nc3ccccc3)c(NCc3ccccc3)nc12	39.0%*
Cc1ccc(-n2ncnc2-c2ccccc2C)cc1Cl	i
Cc1nc2ccc(C(=O)N3[C@@H]4CC[C@H]3CNC(=O)C4)cc2nc1C	?
O=C(Cn1c(=O)sc2ccccc21)NCCOc1ccccc1F	i
C=CCSc1nnc2c(n1)OC(c1ccc(O)c(O)c1)Nc1ccccc1-2 (stereo unspecified)	i
C=CCNc1ccccc1C(=O)N1CCCC1c1nc(C(C)C)no1 (stereo unspecified)	i
O=C1c2ccccc2C(=O)N1c1ccc(Cl)cc1	?

Part of the list above, as labelled records:
COc1ccc(N2C(=O)c3ccc(Oc4cccc(N)c4)cc3C2=O)cc1
  ST2 inh: i
O=C1c2ccccc2C(=O)N1c1ccc(Cl)cc1
  ST2 inh: ?
CCc1ccc(Cn2c(CNS(=O)(=O)c3ccc([N+](=O)[O-])cc3)nc3cccnc32)cc1
  ST2 inh: ?
Cc1cccn2c(=O)c(C=Nc3ccccc3)c(NCc3ccccc3)nc12
  ST2 inh: 39.0%*

Ordered by count of non-hydrogen atoms (highest first): some entries from above
SMILES	ST2 inh
O=C(c1cc2c(=O)oc3ccccc3c2s1)N1CCN(c2ccccc2F)CC1	i
Cc1cccn2c(=O)c(C=Nc3ccccc3)c(NCc3ccccc3)nc12	39.0%*
O=C(Cn1c(=O)sc2ccccc21)NCCOc1ccccc1F	i

Returning to the listing with the 3 entries that preceded the break.
SMILES	ST2 inh
C=CCSc1nnc2c(n1)OC(c1ccc(O)c(O)c1)Nc1ccccc1-2 (stereo unspecified)	i
C=CCNc1ccccc1C(=O)N1CCCC1c1nc(C(C)C)no1 (stereo unspecified)	i
O=C1c2ccccc2C(=O)N1c1ccc(Cl)cc1	?
COc1ccc(-n2cnnc2CN2CCN(c3ccc(F)cc3)CC2)cc1	?
Cn1ccnc1CN(Cc1ccncc1)C[C@@H]1CCC(=O)N1	i
CC(=O)NS(=O)(=O)c1ccc(NC(=O)COc2ccc(Cl)cc2)cc1	i
CC(=O)N1CCCN(Cc2cn(-c3cc(C)ccc3C)nc2-c2ccccc2)CC1	i
CCOC(=O)C1=C(c2ccccc2)N(C)C(=O)NC1c1ccccc1 (stereo unspecified)	i
O=C(Cn1c(=O)[nH]c2ccsc2c1=O)NC1CCCC1	i
COc1ccc(C2C(C(=O)NCc3ccco3)c3cc(OC)c(OC)cc3C(=O)N2C)cc1 (stereo unspecified)	i
O=C(CSc1nccn1Cc1ccccc1)c1ccc(F)cc1	i
COc1cc(NC(=O)c2ccccc2F)c(OC)cc1NC(=O)c1ccccc1	?
O=C1C(NC2CCCCC2)=C(N2CCOCC2)C(=O)c2ccccc21	73.0%*
O=C(Nc1cccnc1)c1cc(-c2ccc(F)cc2)on1	i
Cc1c(Cl)cccc1NC(=O)CCN1CCCCCC1	i
O=S(=O)(Nc1cccc(Cl)c1)c1cccc2cccnc12	?
Cc1cc(N2CCN(C)CC2)nc2ccc(NC(=O)CCC(=O)NCc3cccs3)cc12	i
O=C(C1CCN(Cc2nc(Cc3cccc(C(F)(F)F)c3)no2)CC1)N1CCCC1	i
CN(CC(O)c1ccccc1)C(=O)c1ccc2oc(CCc3ccccc3)nc2c1 (stereo unspecified)	i
CC1CC(C)CN(C(=O)CSC2=Nc3ccccc3C3=NC(C)C(=O)N23)C1 (stereo unspecified)	i
CC1=C(C(=O)Nc2ccccc2F)C(c2ccccn2)C2=C(CC(C)(C)CC2=O)N1 (stereo unspecified)	?
COc1ccc(OC)c(C(N2CCOCC2)N2CCOCC2)c1	i
CCOc1ccc(Cl)cc1S(=O)(=O)NCc1ccc2c(c1)OCO2	i
CC1(C)[C@@H]2CC[C@]1(CS(=O)(=O)Nc1cccc(F)c1)C(=O)C2	i
Cc1ccc2c(C)nc(N3CCCC(NCc4ccccc4)CC3)nc2c1 (stereo unspecified)	i
Cc1ccc(S(=O)(=O)N2CCCCC2)cc1C(N)=O	i
O=c1cc(-c2ccccc2)nc(Nc2nc3ccccc3o2)[nH]1	?
Cc1ccc2c(c1)N(C(C)C(=O)O)C(=O)CO2 (stereo unspecified)	?
CC(=O)NC(=O)c1cc2ccccc2oc1=Nc1cccc(C#N)c1	?
Cc1cc(Cl)ccc1OCC(=O)Nc1cccc2nsnc12	?
CC(NC(=O)Cc1cccs1)C(c1cccs1)N1CCN(c2ccccc2)CC1 (stereo unspecified)	i
N#CCn1c2ccc(Br)cc2c2nc3ccccc3nc21	i
CCc1ccc(Cn2c(CNS(=O)(=O)c3ccc4c(c3)CCCC4)nc3cccnc32)cc1	i
O=C(c1ccc(N2CCC(NCC3OCCc4ccccc43)CC2)cc1)N1CCc2ccccc2C1 (stereo unspecified)	i
O=C1CC(c2ccccc2)CN1Cc1ccccc1 (stereo unspecified)	?
CN(C)CCCNc1ncnc2c1cnn2-c1ccc(Cl)cc1	i
COc1ccc(CN2C[C@H](O)C[C@H]2c2nc(-c3ccc(OC(F)(F)F)cc3)no2)cc1	31.0%*
N#CCSc1nc2c(sc3ccccc32)c(=O)n1CCCN1CCCC1	i
O=C(NCCc1ccccc1)c1cccn2c(=O)c3cc4ccccc4cc3nc12	i
Cc1ccc(C(c2ccc(C)o2)c2ccc(C)o2)o1	?
CC(=O)c1ccc(Oc2ccc(N)cc2)cc1	i
CC1CCCCN1C(=O)c1cc(-c2ccc(Cl)cc2)on1 (stereo unspecified)	i
COCCN1CCCC(O)(CN2CCC(O)(Cn3ccnc3)CC2)C1=O (stereo unspecified)	i
Cc1ccc(OCC(=O)Nc2cc(Cl)ccc2Cl)cc1C	i
CCCOCCOC(=O)C1=C(C)NC2=C(C(=O)C(C(=O)OC)C(C)C2)C1c1ccc(Cl)cc1 (stereo unspecified)	i
CCCOc1ccc(CC(=N)N)cc1	i
Cc1nc2sc(C(c3ccccc3)N3CCc4ccccc4C3)c(O)n2n1 (stereo unspecified)	i
CC(=O)N1CCN(Cc2ccc(Cl)c(Cl)c2)CC1	i
Cc1nccn1-c1cc(C(F)(F)F)c(C#N)c2nc3ccccc3n12	?
O=C(CCN1CCCCO1)N1CCCC(N2CCN(c3ccccc3)CC2)C1 (stereo unspecified)	i
CC(CS(=O)(=O)c1ccc(N)cc1)N1CCOCC1 (stereo unspecified)	i
Cc1ccc(-n2c(SCC(=O)NC3CCCCC3)nc(O)c(C)c2=O)cc1	?
CCOc1ccc2c(=O)c(-c3ccc(OC)cc3)c(C)oc2c1	?
COc1cc(C2CC(=O)n3nc(-c4ccccc4)nc3S2)cc(OC)c1OC (stereo unspecified)	i
O=C1Nc2ccccc2C(O)(C(=O)NC2CCCCC2)N1c1ccc(Cl)c(Cl)c1 (stereo unspecified)	i
Cc1ccc(C(=O)Nc2cc3cc([N+](=O)[O-])ccc3oc2=O)cc1C	?
COc1cc2c(C(=O)N3CCC(C)CC3)cn(CC(C)C)c(=O)c2cc1OC	?
CCC(=O)N1c2ccccc2-c2nnc(SC)nc2OC1c1cccc(OC)c1 (stereo unspecified)	i
N#CC1=C(N)SC(N)=C(C#N)C1c1cc(Br)ccc1F	?
CC(=O)Cc1nsc(Nc2ccc(F)cc2)n1	i
CC(Sc1ccc(Cl)cc1)C(=O)Nc1ccccc1F (stereo unspecified)	i
NC1=NC(=O)C(CC(=O)Nc2ccccc2Br)S1 (stereo unspecified)	?
CCOc1ccc(OCC)c(NC(=O)C2CCCN(S(=O)(=O)c3cnc[nH]3)C2)c1 (stereo unspecified)	i

Brought forward from above: three compounds, followed by the next part.
SMILES	ST2 inh
CC(Sc1ccc(Cl)cc1)C(=O)Nc1ccccc1F (stereo unspecified)	i
NC1=NC(=O)C(CC(=O)Nc2ccccc2Br)S1 (stereo unspecified)	?
CCOc1ccc(OCC)c(NC(=O)C2CCCN(S(=O)(=O)c3cnc[nH]3)C2)c1 (stereo unspecified)	i
CC(C)n1cc(CN2CCN(Cc3ccccc3F)C(CCO)C2)cn1 (stereo unspecified)	i
COC(=O)c1nc2n(n1)C(c1ccc(Cl)cc1)C1=C(CCCC1=O)N2 (stereo unspecified)	i
CN(C)c1nc2c(Br)c(Br)c(Br)c(Br)c2[nH]1	i
CC(=O)NC1(C)CS(=O)(=O)CC1S(=O)(=O)O (stereo unspecified)	i
Cc1ccc(C(=O)Nc2cccc(NC(=O)c3ccccc3)c2)cc1[N+](=O)[O-]	i
N=c1c(C(N)=O)cc(Cl)c(C(=O)O)n1Cc1ccccc1	i
CCCn1cnc2c1CN(S(=O)(=O)c1cccs1)[C@H](C(=O)OC)C2	i
CN(C)c1ncccc1CNC(=O)CCc1ccco1	?
Cc1cc(N2CC(C)CC(C)C2)nc2ccc(NC(=O)CCC(=O)N3CCCC3)cc12 (stereo unspecified)	?
O=C(COc1nsnc1N1CCOCC1)Nc1ccc(F)c(Cl)c1	?
COc1ccccc1C1CC(c2ccc(Br)cc2)=NN1C(=O)c1cccnc1 (stereo unspecified)	i
Cn1cc(C(=O)NCCN2CCN(Cc3ccccc3)CC2)c2c3ccccc3n(C)c2c1=O	i
COc1cc(NS(=O)(=O)c2ccc(Cl)cc2)c(OC)cc1Cl	?
Cc1c(NC(=O)N(c2ccccc2)c2ccccc2)c(=O)n(-c2ccccc2)n1C	i
CCc1ccc(CN(CCOC)C(=O)c2cn(C)c3ccccc3c2=O)cc1	i
Cc1cc(N2CCOCC2)nc(N2CCN(S(=O)(=O)c3ccc(I)cc3)CC2)n1	?
COc1ccc(S(=O)(=O)NCc2ccc(C)cc2)cc1OC	i
Cc1cccc(-n2ncc3c(NCCCO)ncnc32)c1	i
COc1ccc2c(c1)NC(=O)CC(C)(C)O2	i
CC1(C)CC(=O)C2=C(C1)OC(N)=C(C#N)C2c1cc(Br)ccc1F (stereo unspecified)	i
Cc1cccn2c(=O)c(C=NCc3ccco3)c(Nc3ccc(Cl)cc3)nc12	34.0%*
CC1CCCN(C(=O)c2cc3c(=O)n4ccccc4nc3n2C)C1 (stereo unspecified)	i
O=C1Nc2ccc(Br)cc2C1O (stereo unspecified)	i
CC(NCCC(=O)Nc1ccc(C(N)=O)cc1)C1=CCCCC1 (stereo unspecified)	i
COc1cc(C(=O)NC2CC(=O)N(c3cccc(F)c3)C2)cc(OC)c1OC (stereo unspecified)	i
Cc1cc(C)nc(N=C(N)Nc2ccc(C)c(C)c2)n1	i
O=C(Cc1c(C(=O)O)[nH]c2ccc(Cl)cc12)Nc1ccc(C(F)(F)F)cc1	i
O=C(O)c1cn(-c2cc(C(F)(F)F)ccc2Cl)c(=O)c2ccccc12	i
CC(C)N1C[C@H](O)C[C@H]1c1nc(-c2ccc3c(c2)OCO3)no1	i
Cn1c(SCC(=O)c2ccc(Br)cc2)nnc1-c1cccc(N)c1	i
COc1ccc(N2CCN(Cc3ccc(Br)s3)CC2)cc1	39.0%*
COc1ccc(CCNc2oc(COc3ccccc3)nc2C#N)cc1OC	?
O=C(NCc1ccc(F)cc1)C1CCCN(S(=O)(=O)c2cnc[nH]2)C1 (stereo unspecified)	i
c1ccc(CCC2CN(Cc3ccsc3)CCO2)cc1 (stereo unspecified)	?
COc1ccc(N2CCCS2(=O)=O)cc1NC(=O)c1ccc(C)c(C)c1	i
O=C(COc1nsnc1N1CCOCC1)Nc1ccc(Br)cc1	?
COc1ccc(OCCSc2nnnn2-c2ccccc2)cc1	i
COCCOC(=O)c1c(C)oc2ccc(OCc3ccc(Cl)cc3Cl)cc12	i
Cc1ccc(N2CCN(S(=O)(=O)c3ccc4c(c3)CCC(=O)N4)CC2C)cc1 (stereo unspecified)	i
O=C(Cc1c(C(=O)O)[nH]c2ccc(Cl)cc12)Nc1ccc2c(c1)OCCO2	?
CN1C[C@H](NC(=O)C(=O)NC2CCCC2)C[C@H]1CO	i
COc1cc2c(cc1OC)C(C(=O)Nc1ccc(C)c(F)c1)C(c1cccs1)N(C)C2=O (stereo unspecified)	i
CC1CCN(CCCNC(=O)Cc2cn(C)c3ccccc23)CC1	i
O=C(Nc1ccccc1)Nc1ccccc1C#Cc1ccccc1	?
Cc1cc(Nc2cccc(F)c2)nc(N2CCOCC2)n1	i
N#Cc1ccccc1N1C(=O)C2C3C=CC(C3)C2C1=O (stereo unspecified)	i
c1ccc2c(c1)CCC2Cc1nc(C2CC2)n[nH]1 (stereo unspecified)	i
COc1ccccc1C=Nc1ccc(S(=O)(=O)Nc2ccccn2)cc1	i
O=C(c1cccc(Cl)c1)N1CCN(S(=O)(=O)c2cc3c4c(c2)CCN4C(=O)CC3)CC1	?
COC[C@H]1CCCN1Cc1cccc(C(=O)Nc2ncc(C)s2)c1	i
Cc1cccc(OC(C)(C)C(=O)NCc2cccnc2N(C)C)c1	i
COc1ccc(N2C(=O)C3CCCN3C2c2ccc(C)cc2)cc1Cl (stereo unspecified)	?
CN(CC1CCCCO1)C(=O)CCn1c(=O)[nH]c2ccccc21 (stereo unspecified)	?
